High-throughput results deposited in PubChem BioAssay by several laboratories.
Mcl1 Noxa PPI: disrupts binding of human Mcl-1 to Noxa peptide | 220,000 compounds, 1.5% hits | inhibition, % at 21.7 µM | Q07820 | AID 1022 | TR-FRET Mcl-1/Noxa peptide binding, 2 h;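 active means compounds that cut the protein-peptide binding signal by more than 50% relative to plate controls in a single-dose test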;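 further: His-tagged Mcl-1 with rhodamine Noxa BH3 peptide and terbium anti-His antibody; 0% = Mcl-1 plus Noxa peptide wells and 100% = peptide-only wells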
Target sequence (Q07820 whole entry, looked up): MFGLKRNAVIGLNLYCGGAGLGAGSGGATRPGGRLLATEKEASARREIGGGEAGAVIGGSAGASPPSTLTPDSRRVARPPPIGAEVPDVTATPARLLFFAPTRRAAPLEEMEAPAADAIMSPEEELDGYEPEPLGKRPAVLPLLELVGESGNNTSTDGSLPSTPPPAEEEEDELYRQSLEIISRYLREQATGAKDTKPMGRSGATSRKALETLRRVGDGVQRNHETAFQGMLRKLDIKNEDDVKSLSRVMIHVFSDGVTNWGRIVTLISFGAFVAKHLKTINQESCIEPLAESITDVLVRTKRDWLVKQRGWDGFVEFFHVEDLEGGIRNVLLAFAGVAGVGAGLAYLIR
RGS7-Gao: modulates binding of RGS7 to human Galphao; P09471; binding response (% of control), % at 10 µM; Multiplexed bead flow cytometry; actives lie on both sides; 220,000 compounds, 0.35% hits; in the data active means binding response below about 49% or above about 150%; inconclusive means no clear call, values can overlap the other calls; inactive means in between;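 further: fluorescent Galphao held in activated GDP-AlF4 state binding bead-coupled RGS7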
Bim-Bcl-2: disrupts Bim peptide binding to human Bcl-2; P10415; Bead-based flow cytometry, Bim peptide-Bcl-2 binding; inhibition, % at 10 µM; 190,000 compounds, 0.06% hits; AID 950; in the data active means inhibition above about 40%; inconclusive means no clear call, values can overlap the other calls;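 further: 0% = no compound wells with probe peptide and 100% = reference peptide inhibitor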
RGS4-Gao reg: human RGS4-Galphao interaction regulation | binding response (% of control), % at 10 µM | Multiplexed bead flow cytometry, RGS4-Galphao binding; actives lie on both sides | 220,000 compounds, 0.33% hits | P09471 | AID 1415; in the data active means binding response below about 49% or above about 150%; inactive means in between;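 further: fluorescent Galphao activated with aluminum fluoride binding bead-coupled RGS4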
Bcl-XL Bim block: human Bim-Bcl-XL interaction inhibition | Q07817 | Bim peptide-Bcl-XL binding, bead flow cytometry, fluorescence | inhibition, % at 10 µM | 190,000 compounds, 0.04% hits | AID 1007
Target sequence (Q07817 whole entry, looked up): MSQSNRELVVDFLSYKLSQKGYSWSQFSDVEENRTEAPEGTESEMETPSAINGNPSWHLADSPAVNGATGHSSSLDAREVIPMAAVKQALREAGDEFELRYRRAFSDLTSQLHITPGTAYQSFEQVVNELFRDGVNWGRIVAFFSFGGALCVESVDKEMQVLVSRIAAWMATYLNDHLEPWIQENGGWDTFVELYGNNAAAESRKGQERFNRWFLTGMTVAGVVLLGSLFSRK
Bim-Bcl-W: disrupts Bim peptide binding to human Bcl-W. 190,000 compounds, 0.02% hits. inhibition, % at 10 µM. bead-based flow cytometry. Q92843;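 further: 0% = bound tracer without compound and 100% = peptide blocker; higher means less fluorescent Bim peptide bound to Bcl-W beads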
Target sequence (Q92843 whole entry, looked up): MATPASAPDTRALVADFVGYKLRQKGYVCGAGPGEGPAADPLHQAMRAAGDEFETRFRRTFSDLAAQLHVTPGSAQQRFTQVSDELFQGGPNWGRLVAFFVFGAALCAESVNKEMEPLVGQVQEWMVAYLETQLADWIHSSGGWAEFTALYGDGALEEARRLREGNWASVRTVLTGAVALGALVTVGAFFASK
Bim-Bcl-B: human Bim-Bcl-B interaction inhibition; Q9HD36; bead-based flow cytometry, Bim peptide-Bcl-B binding; AID 951; inhibition, % at 10 µM; 190,000 compounds, 0.073% hits;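 further: 0% = tracer peptide without compound and 100% = reference inhibitor peptide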
Target sequence (Q9HD36 whole entry, looked up): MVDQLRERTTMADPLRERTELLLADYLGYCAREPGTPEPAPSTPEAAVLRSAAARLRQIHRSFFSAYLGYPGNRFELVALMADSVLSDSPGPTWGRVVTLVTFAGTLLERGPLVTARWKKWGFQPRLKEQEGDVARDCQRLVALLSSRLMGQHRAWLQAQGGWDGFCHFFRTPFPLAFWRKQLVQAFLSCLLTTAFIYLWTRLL
RGS8-Gao reg: human RGS8-Galphao interaction regulation. P09471. multiplexed bead flow cytometry, RGS8-Galphao binding; actives lie on both sides. response (percent of control binding), % at 10 µM. 220,000 compounds, 0.34% hits. AID 1423; in the data active means response below about 60% or above about 140%; inactive means in between;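 further: Galphao activated as the GDP aluminium fluoride complex binding bead-coupled RGS8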
Mcl-1 Bim block: inhibitors of Bim-Mcl-1 interaction, human. inhibition, % at 10 µM. Q07820. Bead-based flow cytometry, Bim peptide-Mcl-1 binding. 190,000 compounds, 0.1% hits;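 further: 0% = no compound tracer wells and 100% = peptide blocker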
Mcl1 Bid PPI: Mcl-1/Bid interaction inhibition; Q07820; inhibition, % at 21.7 µM; 220,000 compounds, 0.97% hits; TR-FRET Mcl-1/Bid-Dy647 peptide binding, 1536-well;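 active means compounds that cut the binding signal by more than half at the single screening dose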;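 further: His-tagged Mcl-1 with europium anti-His antibody binding Bid BH3 peptide; 0% = Mcl-1 plus peptide wells and 100% = peptide-only wells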
Bim-Bfl-1: disrupts Bim binding to human Bfl-1; Q16548; Bead-based flow cytometry, Bim-Bfl-1 binding inhibition; inhibition, % at 10 µM; 190,000 compounds, 0.12% hits; AID 1008;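 further: 0% = wells without compound plus tracer and 100% = blocker peptide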
* = called active by the depositor; ? = inconclusive; . = not tested or not shown. Unless noted, no stated cut-off is given here; in the data, active means inhibition above about 40%.

SMILES	Mcl1 Noxa PPI	RGS7-Gao	Bim-Bcl-2	RGS4-Gao reg	Bcl-XL Bim block	Bim-Bcl-W	Bim-Bcl-B	RGS8-Gao reg	Mcl-1 Bim block	Mcl1 Bid PPI	Bim-Bfl-1
N#CCC(=N)N1CCN(c2ccc(Cl)cc2)CC1	6	100	-4	98	-6	-1	-5	99	0	-112	-9
Cc1ccc(CNC(=O)C2(NC(=O)Nc3ccc(C)cc3)CCCCC2)cc1	-6	103	0	101	-1	0	-3	103	-3	-17	-3
c1ccc(C2=NN(c3ccccc3)CC2)cc1	8	?	.	107	.	.	.	104	.	-10	.
O=C(NOC(=O)c1ccccc1F)c1ccc(OC(F)F)cc1	7	97	-3	97	-1	-3	-5	98	-3	-11	-2
CC(=O)Oc1cc(OC(C)=O)c2c(C)cc(=O)oc2c1	28	100	0	99	0	0	0	101	-1	-8	0
CC(=O)Nc1ccc(NC(=O)C(C)OC(=O)CCC(=O)c2ccc(F)cc2)cc1 (configuration not stated)	4	100	-7	101	-2	3	-6	99	-17	-46	-8
CC(C)c1ccc(C2=C(O)c3ccccc3C(=O)C2=O)cc1	42	96	3	101	-1	-1	0	96	0	-26	3
O=C1CC(SC2=NCCS2)C(=O)N1c1ccc(Cl)cc1 (configuration not stated)	11	106	0	105	-2	-1	-3	103	-3	-18	-4
C=CCSc1nnc(-c2cc3c(-c4ccccc4)nn(C)c3s2)n1C	1	109	0	116	12	6	9	103	7	4	1
O=c1[nH]c(/C=C/c2cccnc2)c([N+](=O)[O-])c(=O)[nH]1	18	99	-3	96	-4	-1	-3	98	-3	-19	-4
Cc1ccc(S(=O)(=O)CCC(=O)OCC(=O)c2ccc(C)c(C)c2)cc1	7	100	0	102	-1	-1	-2	102	-3	-5	0
CC(=O)N1CCN(C(=S)Nc2ccc(SC(F)F)cc2)CC1	11	?	-3	106	-6	-2	-15	103	-3	-27	-2
CCCc1[nH]nc2c1C(c1ccc(OC(=O)N3CCOCC3)c(OC)c1)C(C#N)=C(N)O2 (configuration not stated)	8	108	-12	107	-7	-1	-11	103	-6	-37	-22
Cc1nc(-c2ccc(NC(=O)c3ccccc3)cc2)cs1	6	98	0	99	1	1	-3	97	1	0	-1
CCN(CC)S(=O)(=O)c1ccc(S(=O)(=O)N2CCN(CCC#N)CC2)cc1	8	104	-6	100	-4	1	-3	102	0	-22	-8
COc1ccc(CC(=O)NNC(=O)CSc2nc(C)c(C)c(=O)[nH]2)cc1	26	101	-4	99	-6	-3	-3	100	0	-43	-8
CCCN(CCC)S(=O)(=O)c1ccc(C(=O)Nc2c(C)n(C)n(-c3ccccc3)c2=O)cc1	-19	97	-1	99	-2	-1	-2	100	-1	-2	-4
CCN(CC)c1nc(=S)nc(NC(C)(C)C)[nH]1	-24	99	-21	100	8	19	0	102	0	-56	-12
Cc1cc(NC(=O)c2c(-c3ccccc3Cl)noc2C)no1	-7	98	-13	100	-8	-3	-6	102	0	8	-20
CCCOc1ccc(/C=N\NC(=O)CCc2n[nH]c(=O)[nH]c2=O)cc1OC	-15	98	-3	97	0	0	-4	88	0	-10	-6
O=C(c1ccccc1F)N1CCN(c2ccc([N+](=O)[O-])c(NCc3cccnc3)c2)CC1	16	?	.	87	.	.	.	94	.	-22	.
COc1cc(/C=C(\C#N)C(=O)Nc2cccc3ncccc23)ccc1O	22	?	1	98	0	4	0	97	1	-36	-1
CC(=O)Nc1ccc(C(=O)NNC(=O)Cc2ccccc2)cc1	-20	98	-3	104	1	0	-1	101	0	-23	-5
CCOC(=O)C1(CC2CCCCO2)CCN(S(=O)(=O)c2cc(C)cs2)CC1 (configuration not stated)	5	96	-1	98	1	2	0	97	5	-28	-4
COc1ccc(CCNCC(O)Cn2c3ccccc3c3ccccc32)cc1OC (configuration not stated)	11	93	3	102	-2	1	-1	99	1	-5	1
O=S(=O)(c1ccc(F)c(Cl)c1)N1CCCC1	8	100	-1	98	-2	0	0	103	1	7	0
COC(=O)/C(C#N)=C\c1c(OC)[nH]c2ccccc12	35	?	.	103	.	.	.	99	.	-90	.
CCOC(=O)c1c(N)sc(N)c1C(=O)OCC	69*	114	0	95	-5	-1	-39	93	-5	-28	16
Nc1nc2c(Cl)cc(Cl)cc2s1	13	90	0	84	-1	0	-8	94	-2	-5	-4
C=CCc1ccccc1OCC(O)CN1CCN(c2ccccc2OC)CC1 (configuration not stated)	8	105	-1	105	-1	-1	-2	99	-2	-12	-2
COc1ccc2nnc(-c3ccc(C(F)(F)F)cc3)n2n1	-7	?	.	94	.	.	.	96	.	-37	.
CC(C)COc1cccc(C(=O)Nc2ccc(S(=O)(=O)N3CCOCC3)cc2)c1	-6	101	-6	100	-11	1	-6	97	-1	-2	-13
COC(=O)c1cn(CCOc2ccccc2)c2ccccc12	-13	104	-4	98	-3	-2	-5	95	-3	-23	-3
Cc1ccc(C(=O)N(c2c(C)n(C)n(-c3ccccc3)c2=O)C(C)C)cc1	.	104	-9	98	-7	1	-6	99	-2	1	-13
Cc1ccc(C(C)C)c(OCc2ccc(-c3nnco3)cc2)c1	-13	94	2	94	-1	1	4	97	2	7	1
CCC(CCC(=O)NNC(=O)Cc1ccc([N+](=O)[O-])cc1)C(=O)O (configuration not stated)	22	?	.	106	.	.	.	102	.	-17	.
O=C(CCn1c(=S)[nH]c2ccccc2c1=O)NCC1CCCO1 (configuration not stated)	7	102	-2	107	2	5	-11	103	0	-25	-6
COc1ccc(NC(=O)c2cc3c(s2)CCC3)cc1S(=O)(=O)N1CCOCC1	40	97	-3	93	-3	-2	-2	102	-3	4	-2
Cc1c(C(=O)NCc2cccs2)oc2ccc(S(=O)(=O)N3CCOCC3)cc12	-7	99	-9	100	2	4	-10	100	-1	2	-11
NC(=O)c1ccc(NC(=O)COC(=O)CCC(=O)c2ccc(Cl)cc2)cc1	19	?	-1	100	0	1	2	104	0	-12	-4
COc1ccc(OC)c(NC(=O)CN(Cc2ccccc2)S(C)(=O)=O)c1	3	92	-2	97	0	0	0	99	0	-14	-2
COC(=O)c1cc(NC(=O)C2COc3ccccc3O2)ccc1Cl (configuration not stated)	18	95	-7	104	0	0	-7	104	0	-19	-11
CCOCCOC(=O)C(C)Oc1ccc(Oc2nc(Cl)ccc2Cl)cc1 (configuration not stated)	4	94	-5	100	2	2	2	99	4	-12	-4
CC(C)OCCCNC(=O)NC(=O)c1ccc(Cl)cc1	-3	98	-3	101	-1	-2	-5	98	-2	-12	-5
COC(=O)Nc1nnc(-c2ccccc2Cl)s1	23	107	-2	109	-2	0	-5	111	0	12	-6
Cc1ccc(OCCCN2CCCC2)c(C)c1	19	101	-10	105	-3	4	-1	108	3	50	-10
CC(C)(C)C(=O)Nc1ccc(-c2nc3ccccc3c(=O)o2)cc1	3	102	-7	101	-2	-1	-3	97	0	-19	-5
O=C(CN1CCN(c2ccc(Cl)cc2)CC1)Nc1ccc(F)cc1	18	102	-6	103	0	2	-6	102	-3	-39	-9

Of the compounds above, these have a tert-butyl group:
SMILES	Mcl1 Noxa PPI	RGS7-Gao	Bim-Bcl-2	RGS4-Gao reg	Bcl-XL Bim block	Bim-Bcl-W	Bim-Bcl-B	RGS8-Gao reg	Mcl-1 Bim block	Mcl1 Bid PPI	Bim-Bfl-1
CCN(CC)c1nc(=S)nc(NC(C)(C)C)[nH]1	-24	99	-21	100	8	19	0	102	0	-56	-12
CC(C)(C)C(=O)Nc1ccc(-c2nc3ccccc3c(=O)o2)cc1	3	102	-7	101	-2	-1	-3	97	0	-19	-5

Following part.
SMILES	Mcl1 Noxa PPI	RGS7-Gao	Bim-Bcl-2	RGS4-Gao reg	Bcl-XL Bim block	Bim-Bcl-W	Bim-Bcl-B	RGS8-Gao reg	Mcl-1 Bim block	Mcl1 Bid PPI	Bim-Bfl-1
OCCNC1=NCCN1	17	100	-1	104	-1	-3	0	102	0	-30	-1
CC(C)NC(=O)c1ccccc1N(Cc1ccccc1)S(C)(=O)=O	-12	101	-13	103	0	-5	-9	103	-4	-22	-20
CN(Cc1ccccc1)Cc1nc2c(c(=O)n(C)c(=O)n2C)n1Cc1ccc(F)cc1	-11	93	-11	94	0	3	-5	98	0	-4	-13
Cc1ccc(-c2nnnn2C2C/C(=N\NC(N)=S)C3OCC2O3)cc1 (configuration not stated)	14	102	-4	104	-3	-3	-8	102	-1	-54	-8
CS(=O)(=O)c1ccc2sc(NC(=O)c3cc4ccccc4o3)nc2c1	-7	?	.	102	.	.	.	98	.	-33	.
CCn1ncc(/C=N/N=C2\CCC3C4CCc5cc(O)ccc5C4CCC23C)c1C (configuration not stated)	-2	100	-7	103	-4	2	-7	101	-1	-1	-9
COc1cc(C2C(C#N)=C(N)Oc3c2ccc2ccccc32)ccc1OCC(=O)Nc1ccc(C)cc1 (configuration not stated)	-8	100	-9	102	-8	-1	-15	101	-4	4	-9
O=C(c1cc(-c2ccco2)on1)N1CCOCC1	1	96	0	96	-3	0	-5	100	-3	-3	-3
O=C(CCl)N(c1ccccc1)C1CCS(=O)(=O)C1 (configuration not stated)	4	103	-4	99	-10	-7	-14	100	-4	9	-18
COc1cccc(C=Nc2cc(C)on2)c1O	8	99	-3	97	-1	-1	-2	101	0	-56	-7
CC(C)(C)c1ccc(C(=O)NCC(=O)OCc2ccc([N+](=O)[O-])cc2)cc1	10	100	-10	100	-9	-7	-12	101	-8	5	-10
CCOC(=O)Cc1c(C)nc2c(-c3ccccc3)c[nH]n2c1=O	19	95	-1	98	-1	-1	-2	98	-4	-41	-1

Shown as a hit in Mcl1 Noxa PPI, of those listed so far:
SMILES	Mcl1 Noxa PPI	RGS7-Gao	Bim-Bcl-2	RGS4-Gao reg	Bcl-XL Bim block	Bim-Bcl-W	Bim-Bcl-B	RGS8-Gao reg	Mcl-1 Bim block	Mcl1 Bid PPI	Bim-Bfl-1
CCOC(=O)c1c(N)sc(N)c1C(=O)OCC	69*	114	0	95	-5	-1	-39	93	-5	-28	16

More compounds follow:
SMILES	Mcl1 Noxa PPI	RGS7-Gao	Bim-Bcl-2	RGS4-Gao reg	Bcl-XL Bim block	Bim-Bcl-W	Bim-Bcl-B	RGS8-Gao reg	Mcl-1 Bim block	Mcl1 Bid PPI	Bim-Bfl-1
CCOc1ccc(S(=O)(=O)Nc2nc3ccccc3nc2Nc2ccc(N3CCOCC3)cc2)cc1	21	91	-6	91	-5	0	-5	99	1	-63	-2
CC(C)NC(=O)CN1CCN(C(=O)CCl)CC1	-4	99	0	102	-1	-2	-3	101	-2	-32	-6
O=C(CSc1nnc(-c2cccs2)o1)OCc1ccccc1	-6	100	-3	102	-5	-3	-6	104	-3	-3	-1
O=C(CCC1CCCCC1)NCc1ccccn1	-5	98	-6	98	-3	-1	-5	100	-4	-20	-7
COc1cccc(C(=O)Nc2ccc3nc(N4CCOCC4)cc(C)c3c2)c1	11	100	-3	102	0	4	-7	102	0	-15	-6
C/C(=N\OCc1ccc(C#N)cc1)c1ccccc1	5	97	1	93	0	4	-2	94	3	-33	3
CCOC(=O)Cc1c(C)nc2c(-c3ccc(OC)cc3)c(C)nn2c1C	-9	102	-7	99	-4	-1	-9	103	1	-39	-11
CCOC(=O)Cc1csc(SCC(=O)NC2CCCC(C)C2C)n1 (configuration not stated)	-3	97	-5	98	-3	-4	-6	97	-2	0	-8
Clc1ccccc1C1=Nn2c(nnc2-c2ccco2)SC1	-4	?	.	83	.	.	.	93	.	-18	.
Cc1ccc(C(=O)N2CCCCC2C(=O)O)o1 (configuration not stated)	15	97	1	102	0	-1	-1	101	-1	-8	-4
